Screening data: PubChem BioAssay, several laboratories
S1P2 blocker: human S1P2 receptor antagonists, primary screen, cell-based. Sphingosine 1-phosphate receptor 2 (Homo sapiens), O95136. cell-based S1P2 antagonist assay, inhibition at 5 uM. inhibition, % at 5 µM. 97,000 tested, 0.21% active; in the data active = inhibition above about 45%;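 note: CRE beta-lactamase reporter cells expressing human S1P2 stimulated with S1P; 0% = agonist at EC80 alone and 100% = agonist plus reference antagonist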
EphB4 ephrin blk: EphB4-ephrin-B2 interaction antagonists, primary screen, biochemical, TNYL-RAW peptide probe, fluorescence polarization; inhibition, % at 7 µM; EphB4 LBD / TNYL-RAW-Alexa532 peptide; 97,000 tested, 0.15% active; Ephrin type-B receptor 4 (Homo sapiens), P54760;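 active = inhibition above the screen-wide mean inhibition plus 3 SD, cut at about 15% in these data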;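 note: 0% = DMSO wells and 100% = excess unlabeled TNYL-RAW peptide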
PostGolgi yeast: phenotypic screen on post-Golgi transport, primary screen | post-Golgi transport phenotypic cell assay | inhibition, % at 10 µM | 98,000 tested, 0.9% active | AID 739, 2007;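 note: yeast cells grown in 1536-well plates; yeast grown about 18 h at 30C before absorbance read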
PTPN22 act: LYP phosphatase activators, primary screen, biochemical, DiFMUP fluorescence, 2 µM; recombinant LYP; 0 = plate median, 100 = signal doubled; activation, % at 2 µM; 96,000 tested, 0.11% active; AID 697, 2007;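 active = activation at 2 µM above a set limit, the mean plus 5 SD, cut at about 37% in these data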
PostGolgi ctrl: growth inhibition of yeast control strain, primary screen, counter-screen for post-Golgi transport modulator project. efflux-deficient yeast background strain, growth absorbance A615, 16 h. inhibition, % at 10 µM. 98,000 tested, 5% active. AID 738, 2007
FAK inh: FAK kinase inhibitors, primary screen, biochemical | Focal adhesion kinase 1 (Homo sapiens), Q05397 | biochemical FAK kinase activity assay | inhibition, %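 (tested at 7 µM)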 | 97,000 tested, 0.84% active | AID 727, 2007; in the data active = inhibition above about 19%;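 note: 0% = DMSO and 100% = reference compound high control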
Target sequence (Q05397 whole entry, looked up): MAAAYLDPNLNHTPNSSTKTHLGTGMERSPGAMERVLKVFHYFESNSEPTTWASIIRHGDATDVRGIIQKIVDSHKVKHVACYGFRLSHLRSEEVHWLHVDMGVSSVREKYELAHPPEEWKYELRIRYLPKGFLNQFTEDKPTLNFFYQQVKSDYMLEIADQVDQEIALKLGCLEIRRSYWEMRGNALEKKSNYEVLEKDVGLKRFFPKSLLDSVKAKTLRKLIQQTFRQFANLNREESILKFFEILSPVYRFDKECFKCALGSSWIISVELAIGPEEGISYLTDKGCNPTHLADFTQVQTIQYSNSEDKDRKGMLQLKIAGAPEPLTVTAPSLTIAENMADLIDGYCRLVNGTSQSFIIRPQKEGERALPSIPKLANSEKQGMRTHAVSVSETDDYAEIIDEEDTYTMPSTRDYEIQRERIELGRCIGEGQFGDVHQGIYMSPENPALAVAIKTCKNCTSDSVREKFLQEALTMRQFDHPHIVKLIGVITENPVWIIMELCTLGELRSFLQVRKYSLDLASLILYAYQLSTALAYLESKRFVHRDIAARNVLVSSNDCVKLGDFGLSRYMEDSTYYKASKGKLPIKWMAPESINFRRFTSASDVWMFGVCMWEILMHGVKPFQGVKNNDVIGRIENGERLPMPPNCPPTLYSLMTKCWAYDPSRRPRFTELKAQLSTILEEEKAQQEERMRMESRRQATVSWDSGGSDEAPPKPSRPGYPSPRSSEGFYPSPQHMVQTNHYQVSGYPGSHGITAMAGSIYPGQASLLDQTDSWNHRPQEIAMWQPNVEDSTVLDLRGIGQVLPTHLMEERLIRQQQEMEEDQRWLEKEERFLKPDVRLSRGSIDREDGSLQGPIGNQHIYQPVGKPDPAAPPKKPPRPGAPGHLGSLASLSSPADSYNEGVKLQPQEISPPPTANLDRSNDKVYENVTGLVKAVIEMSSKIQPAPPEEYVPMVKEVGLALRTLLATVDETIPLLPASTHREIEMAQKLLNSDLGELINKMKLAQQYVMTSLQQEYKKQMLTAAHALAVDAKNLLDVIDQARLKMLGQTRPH
S1P2 ag: S1P2 receptor agonists, primary screen, cell-based; Sphingosine 1-phosphate receptor 2 (Homo sapiens), O95136; S1P2-expressing cell line, agonist reporter read-out; activation, % at 4.5 µM; 97,000 tested, 0.46% active; AID 729, 2007; in the data active = activation above about 16%;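 note: 0% = vehicle low control and 100% = maximal reference agonist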
HIV Rev-RRE inh: HIV-1 Rev-RRE binding inhibitors, primary screen, biochemical, FRET, protein-RNA interaction. P05866. Rev peptide-RRE RNA binding. inhibition, % at 8 µM. 97,000 tested, 0.79% active;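 active = inhibition above the screen-wide mean plus 3 SD, cut at about 35% in these data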;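 note: 0% = median DMSO wells and 100% = median Neomycin B control wells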
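Probe or stimulus: fluorescein-Rev peptide as binding partner; assay system: Cy5-tagged RRE RNA duplex with fluorescein-tagged Rev peptide; timing: 5 min compound–RNA preincubation, then 15 min with peptide, 25 °C; medium: HEPES pH 7.5 buffer with KCl, MgCl2, NaCl and EDTA; signal: fluorescein-to-Cy5 FRET, 480 nm excitation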
PTPN22 inh 2: PTPN22 phosphatase inhibitors, primary screen, biochemical, DiFMUP fluorescence, 2 µM. Tyrosine-protein phosphatase non-receptor type 22 (Homo sapiens), Q9Y2R2. recombinant LYP catalytic domain. inhibition, % at 2 µM. 96,000 tested, 0.21% active. AID 640, 2007;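 active = inhibition at 2 µM at or above a set limit, the screen mean plus 3 SD, cut at about 24% in these data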;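 note: 0% = DMSO with enzyme and 100% = enzyme fully blocked by orthovanadate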
Numbers without * were called inactive; · = not tested or not shown. Cut-off read from the data, not from the text of the source, unless noted: active = inhibition above about 30%; inactive = the rest.

SMILES	S1P2 blocker	EphB4 ephrin blk	PostGolgi yeast	PTPN22 act	PostGolgi ctrl	FAK inh	S1P2 ag	HIV Rev-RRE inh	PTPN22 inh 2
CCCN(CCC)c1nc(C)cc(C(C#N)c2nc3ccccc3o2)n1 (stereo not drawn)	11	4	-15	7	1	7	-4	11	-8
CCOC(=O)Cn1nnc(-c2ccc(S(C)(=O)=O)cc2)n1	-14	-6	1	-2	3	-2	-1	6	0
Cc1c(NC(=O)Cn2nc(C(F)(F)F)c3c2CCCC3)c(=O)n(-c2ccccc2)n1C	2	2	4	-6	0	2	-1	2	5
O=C(NCC1OCCc2ccccc21)c1ccco1 (stereo not drawn)	21	7	12	-3	-9	12	-3	10	8
Cc1nc(SCC(=O)Nc2ccc(F)cc2)c(C#N)c(C)c1CC(=O)c1ccc(Br)cc1	-17	2	0	4	-1	-2	-4	11	-5
Cn1nnnc1SCC(=O)N1c2ccccc2Sc2ccccc21	15	-1	0	8	-2	2	2	1	-7
Cc1ccc(Nc2nnc(SCc3cc(=O)n4ccsc4n3)s2)c(C)c1	-13	-8	19	0	12	-1	-3	7	-3
COc1cccc(NC(=O)C2c3cc(OC)c(OC)cc3C(=O)N(C)C2c2cccnc2)c1 (stereo not drawn)	2	3	3	-10	0	-2	-5	0	8
CCC(=O)N1CCc2cc(S(=O)(=O)CCC(=O)NCCC3=CCCCC3)ccc21	-3	-2	-6	2	-6	-3	-3	-1	-4
CN1CCN(c2cc(=O)n(-c3ccc(Cl)cc3)c(=O)[nH]2)CC1	14	-1	2	·	7	-6	0	7	·
O=c1oc2ccccc2cc1-c1csc(Cc2nc(-c3ccc(Br)cc3)cs2)n1	-2	-2	3	-4	5	-1	-6	9	2
CC(Sc1ncc(C#N)c(N)n1)C(=O)Nc1ccccc1 (stereo not drawn)	25	-2	-3	-4	18	-2	-6	11	2
CCCCOC(=O)CCc1nc2ccccc2[nH]c1=O	13	2	2	-5	14	2	-2	1	6
CCc1nnc(NC(=O)CSc2ccc(-c3nc4ccccc4[nH]3)cn2)s1	-20	-7	0	16	26	3	-4	6	-13
O=C(NCc1ccccc1)C1C2C=CC3(CN(Cc4cccnc4)C(=O)C13)O2 (stereo not drawn)	-11	-1	6	-2	4	-4	-1	8	0
Cc1cc(C(=O)NCc2cc(C(=O)O)oc2C)c(C)o1	-1	-2	5	-8	0	-1	-6	4	5
Cc1cc(C)c2c3c(sc2n1)C(c1ccccc1)C(C#N)=C(N)O3 (stereo not drawn)	-8	13	18	3	73*	2	-2	13	0
Cc1cc(N2CCCCC2)nc(NCc2ccccc2)n1	27	-4	4	0	0	-5	-8	-3	3
COc1ccc(C2CC(c3ccccc3)Nc3nc(NC(=O)c4cccs4)nn32)cc1 (stereo not drawn)	-5	-2	3	0	5	1	-3	1	-1
CCOC(=O)Cc1csc(NC(=O)c2ccc(NC(C)=O)cc2)n1	-2	12	·	3	·	-1	-4	4	-3
Cc1cc(C)cc(NC(=O)CC2NCCNC2=O)c1 (stereo not drawn)	0	-4	13	10	-2	0	-2	5	-8
COc1ccc(-c2nnc(SCC(=O)N3CCCC(C)C3)o2)c(OC)c1 (stereo not drawn)	-9	-9	-5	13	9	-1	-5	0	-10
Cc1ccc(C(=O)Cn2cnc3ccccc3c2=O)cc1C	-18	-1	8	-1	-7	2	-3	9	2
CC(c1ccccc1F)n1cc(C(=O)NCCc2ccco2)nn1 (stereo not drawn)	8	-4	13	-16	8	2	-1	1	13
CCCS(=O)(=O)N1CCCC(C(=O)NCc2ccc3c(c2)OCO3)C1 (stereo not drawn)	1	-8	8	12	8	-2	-5	1	-13

Shown as labelled records: part of the list above
molecule: CC(c1ccccc1F)n1cc(C(=O)NCCc2ccco2)nn1 (stereo not drawn)
  S1P2 blocker = 8 | EphB4 ephrin blk = -4 | PostGolgi yeast = 13 | PTPN22 act = -16 | PostGolgi ctrl = 8 | FAK inh = 2 | S1P2 ag = -1 | HIV Rev-RRE inh = 1 | PTPN22 inh 2 = 13
molecule: O=C(NCC1OCCc2ccccc21)c1ccco1 (stereo not drawn)
  S1P2 blocker = 21 | EphB4 ephrin blk = 7 | PostGolgi yeast = 12 | PTPN22 act = -3 | PostGolgi ctrl = -9 | FAK inh = 12 | S1P2 ag = -3 | HIV Rev-RRE inh = 10 | PTPN22 inh 2 = 8
molecule: CN1CCN(c2cc(=O)n(-c3ccc(Cl)cc3)c(=O)[nH]2)CC1
  S1P2 blocker = 14 | EphB4 ephrin blk = -1 | PostGolgi yeast = 2 | PTPN22 act = · | PostGolgi ctrl = 7 | FAK inh = -6 | S1P2 ag = 0 | HIV Rev-RRE inh = 7 | PTPN22 inh 2 = ·
molecule: Cn1nnnc1SCC(=O)N1c2ccccc2Sc2ccccc21
  S1P2 blocker = 15 | EphB4 ephrin blk = -1 | PostGolgi yeast = 0 | PTPN22 act = 8 | PostGolgi ctrl = -2 | FAK inh = 2 | S1P2 ag = 2 | HIV Rev-RRE inh = 1 | PTPN22 inh 2 = -7

Copied from the list.
HIV Rev-RRE inh result of CCCCOC(=O)CCc1nc2ccccc2[nH]c1=O reads 1
HIV Rev-RRE inh result of Cc1nc(SCC(=O)Nc2ccc(F)cc2)c(C#N)c(C)c1CC(=O)c1ccc(Br)cc1 reads 11
PostGolgi ctrl result of O=c1oc2ccccc2cc1-c1csc(Cc2nc(-c3ccc(Br)cc3)cs2)n1 reads 5
HIV Rev-RRE inh result of CCCN(CCC)c1nc(C)cc(C(C#N)c2nc3ccccc3o2)n1 (stereo not drawn) reads 11

Next records follow.
SMILES	S1P2 blocker	EphB4 ephrin blk	PostGolgi yeast	PTPN22 act	PostGolgi ctrl	FAK inh	S1P2 ag	HIV Rev-RRE inh	PTPN22 inh 2
COC(=O)CNC(=O)c1c(-c2ccccc2Cl)noc1C	12	2	-7	-2	16	0	-2	2	0
Cn1c(=O)[nH]c(=O)c2c1nc(NCCCO)n2CCCc1ccccc1	28	-2	14	5	-2	-2	-4	1	-5
CCOC(=O)c1ccc2nc(C(F)(F)F)[nH]c(=O)c2c1	-10	-8	-1	-11	7	1	-6	8	11
O=C(COc1cccc(NC(=O)c2cccc([N+](=O)[O-])c2)c1)c1ccc(Br)cc1	1	3	17	1	30	2	-2	4	2
OCCNc1nc2ccccc2n1CCN1CCCCC1	-12	2	·	-7	·	2	-3	5	7
Cc1ccc(C2c3c(oc4ccc(Cl)cc4c3=O)C(=O)N2CCCN2CCOCC2)o1 (stereo not drawn)	-12	-5	-5	8	19	5	-5	7	-9
COc1ccc(C(=O)NC2CCCCCC2)cc1S(=O)(=O)Nc1ccc(Br)cc1	-2	2	-4	-5	-1	1	-5	3	6
Cc1cc(N2C(=O)C(=O)/C(=C(/O)c3ccc(F)cc3)C2c2cccc(Br)c2)no1 (stereo not drawn)	4	-6	7	10	11	-3	-2	-3	-13
COc1ccccc1Nc1nc(-c2sc(NC(=O)c3cccc(Cl)c3)nc2C)cs1	-20	2	-10	-4	16	-2	-5	-2	8
Cc1oc(-c2ccccc2F)nc1CS(=O)(=O)CC(=O)NCc1ccco1	-11	1	12	15	10	27*	-3	-35	-17
Cc1ccnc(SCCn2c(N3CCN(Cc4ccccc4)CC3)nc3c2c(=O)[nH]c(=O)n3C)n1	6	-4	11	-7	-1	3	-4	6	7
COc1cccc(C(=O)Cn2c(=O)n(CC3CCCO3)c(=O)c3ccccc32)c1 (stereo not drawn)	-25	4	-3	1	22	1	-2	2	1
Oc1ccccc1Nc1ncnc2c1oc1ccccc12	-12	-5	3	7	26	3	-2	8	-8
O=C(CCn1c(=O)oc2ccccc21)N1CCN(c2ccccc2F)CC1	12	0	3	2	4	1	-3	5	-4
Cc1ccsc1C(=O)N1CC(=O)Nc2ccccc21	5	-7	-4	-3	0	0	-5	2	3
COc1ccc(C2CC(C(F)(F)F)n3ncc(C(=O)O)c3N2)cc1OC (stereo not drawn)	-3	-2	4	2	-3	-4	-3	8	-1
Nc1scc2c(C(=O)N/N=C/c3ccc(Cl)cc3)nn(-c3ccccc3)c(=O)c12	13	13	0	-15	15	15	-4	-8	18
Cc1ccc(NC(=O)CS(=O)CC(=O)NC2CCN(Cc3ccccc3)CC2)c(C)c1 (stereo not drawn)	15	-1	9	6	6	0	-5	5	-4
Cc1cc(C)n(CCO)c(=O)n1	26	9	-6	-4	2	3	-6	5	2
CCOCCc1nnc(NC(=O)c2cccc(F)c2)s1	4	6	-3	-2	8	4	-3	3	1
COCc1cc(=O)n2[nH]c(-c3cccc(Br)c3)cc2n1	-4	-8	3	7	-1	-10	-1	-5	-10
CCc1ccc(N(C(=O)c2ccoc2C)C(C(=O)NC2CCCC2)c2ccc(OC)cc2)cc1 (stereo not drawn)	7	-3	-12	-11	5	-7	-6	-5	14
CC(=O)c1sc2nc(SCC(=O)N3CCCCC3)[nH]c(=O)c2c1C	9	2	-3	0	12	-1	-8	13	-2
COc1ccc(NC(=O)c2ccco2)cc1N	5	6	2	7	11	-1	-5	4	-8
CCOC(=O)c1sc(N/N=C/c2cccc(C)c2)nc1C	9	0	2	1	38*	-2	-4	6	4

Entries listed so far that bear a hit mark in FAK inh:
mol,S1P2 blocker,EphB4 ephrin blk,PostGolgi yeast,PTPN22 act,FAK inh,S1P2 ag,HIV Rev-RRE inh,PTPN22 inh 2
Cc1oc(-c2ccccc2F)nc1CS(=O)(=O)CC(=O)NCc1ccco1,-11,1,12,15,27*,-3,-35,-17

Additional structures
SMILES	S1P2 blocker	EphB4 ephrin blk	PostGolgi yeast	PTPN22 act	PostGolgi ctrl	FAK inh	S1P2 ag	HIV Rev-RRE inh	PTPN22 inh 2
CCC(C)[C@@H](C(=O)Nc1ccc2c(c1)OCO2)N1Cc2ccccc2C1=O (stereo partly drawn)	5	8	-1	-1	-1	2	-13	5	0
CCC(=O)N/C(=N\OCc1ccc(F)cc1)c1nonc1NC(=O)CC	6	0	-5	12	6	-10	-6	0	-10
COCCn1nnnc1C(c1cc2cc(C)ccc2[nH]c1=O)N1CCCCCC1 (stereo not drawn)	0	2	-1	1	9	2	-1	8	3
CC(C)(C)C(=O)Nc1cccc(-c2nc3ccccc3c(=O)o2)c1	-5	1	-3	-2	3	-3	-3	3	-1
CCN(CC)CCN1C(=O)C(O)=C(C(=O)c2cccs2)C1c1ccccn1 (stereo not drawn)	5	2	3	0	-1	2	-3	5	1
Cc1c(C(=O)O)sc2ncn(C)c(=O)c12	3	-5	-4	10	3	-1	-2	6	-12
C=CCNc1nc(-c2ccccc2)nc(-n2ccnc2)n1	-19	1	28	-5	25	3	-14	8	6
COc1ccc(NC(=O)CSc2nnc(Cn3cnc4ccccc43)n2C)cc1	0	7	·	12	·	0	-5	-1	-12
CCc1ccc(N(C(C)=O)C2C=CS(=O)(=O)C2)cc1 (stereo not drawn)	1	-4	-4	7	5	0	-2	4	-7

Some of these compounds in order of heavy-atom count, ascending:
SMILES	S1P2 blocker	EphB4 ephrin blk	PostGolgi yeast	PTPN22 act	PostGolgi ctrl	FAK inh	S1P2 ag	HIV Rev-RRE inh	PTPN22 inh 2
Cc1c(C(=O)O)sc2ncn(C)c(=O)c12	3	-5	-4	10	3	-1	-2	6	-12
CCC(C)[C@@H](C(=O)Nc1ccc2c(c1)OCO2)N1Cc2ccccc2C1=O (stereo partly drawn)	5	8	-1	-1	-1	2	-13	5	0
COc1ccc(NC(=O)CSc2nnc(Cn3cnc4ccccc43)n2C)cc1	0	7	·	12	·	0	-5	-1	-12
